# Bioassay records from PubChem.
# HSF1 inhib = HSF1 inhibition; NIH3T3-HGL HSE-luciferase, MG132-induced, luminescence 8 h; active compounds read low; activity change, negative = inhibition, % at 7.5 µM (by protocol); actives 0.77% (n = 300,000); AID 2098;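 active = more than half of replicate wells show activity change below -50%, luminescence cut by over half; inconclusive = some wells, but at most half, below -50%; inactive = no replicate well below -50%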;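 also: luciferase reports HSF-1 transcriptional activity via heat shock element; 0% = median of DMSO wells and -100% = zero luminescence signal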
# AI-2 QS mod = modulators of Vibrio harveyi AI-2 quorum sensing system. Vibrio harveyi JMH597 AI-2 luminescence/OD600 ratio, 9 h; active compounds read low; strain lacks LuxN and CqsS sensors; 0 = neutral-control median. activity change, % at 7.5 µM. actives 0.4% (n = 300,000). AID 2094; in the data active = activity change below about -75%, passing the limit was not always enough; inconclusive = no clear call, values can overlap the other calls;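 also: luminescence divided by OD600 gain over 9 h not by final OD600 alone; inactives centre near 13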
# GSK3beta inhib = human GSK3beta kinase inhibition; actives 0.038% (n = 300,000); GST-GSK3beta kinase, ADP-Glo luminescence, 60 min; active compounds read low; P49841; AID 2097; activity score (negative = inhibition), % at 10 µM;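 active = more than half of replicate wells score below -50%, meaning over 50% inhibition versus plate controls; inconclusive = some replicates but at most half score below -50%; inactive = no replicate scores below -50%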;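 also: 0% = median DMSO wells and -100% = median GW8510 positive control wells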
#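 Test system: GST-fused GSK3beta enzyme, cell-free | Quantity: 1.6 ng GST-GSK3beta enzyme per well | Reagent: 25 µM ATP with peptide substrate | Schedule: 60 min enzyme reaction, room temperature | Signal: Luminescent ADP-Glo measurement of ADP formed | Read-out basis: Score relative to plate controls | Control set: DMSO and 20 µM GW8510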
# Platelet DG rel = modulates dense granule release in human platelets. actives 0.22% (n = 300,000). inhibition, %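 (compounds screened at 7.5 µM in platelet-rich plasma)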. human platelet-rich plasma, SFLLRN dense granule ATP release, luminescence;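 active = mean replicate score, as percent of positive control, at or above 50; inconclusive = mean below 50 but at least one replicate at or above 50; inactive = mean and every replicate below 50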
# DYRK1A inh = inhibitors of rat Dyrk1A kinase | Q63470 | inhibition, % at 12.5 µM | AID 504441 | actives 0.43% (n = 310,000) | ADP-Glo luminescence, NFATc1 peptide; in the data active = inhibition above about 50%;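 also: plate controls were vehicle with enzyme for no effect and no enzyme for full effect; many of its hits are not listed in these tables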
# PolyA inh = inhibitors of polyadenylation in S. cerevisiae | S. cerevisiae SKY197-pL101 polyadenylation reporter, beta-gal luminescence; efflux-impaired pdr1/pdr3 knockout yeast; score 100 = 6 SD above DMSO | calls only at 12 µM | actives 0.02% (n = 300,000) | AID 1875;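 active = lowest replicate activity score at least 50, where 100 means six control SD above control mean; inconclusive = lowest score under 50 but half or more replicates reach 50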;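 also: yeast exposed to compound for 9 h at 30 °C; higher score means more reporter readthrough which indicates perturbed polyadenylation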
# HSF-1 act = increases HSF-1 driven luciferase reporter signal; actives 1.7% (n = 300,000); activation, % at 9 µM; NIH3T3-HGL HSF-1 luciferase reporter, MG132, 8 h; 100% = twice DMSO control signal;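 active = mean replicate activation of at least 50% with a set share of replicates each reaching 50%; inconclusive = only one of those two conditions met; inactive = mean below 50% and too few replicates reaching it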;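 also: 0% = median of the neutral control wells and 100% = twice that signal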
# HSP90 inh = HSP90 refolding inhibition in rabbit reticulocyte lysate; actives 0.91% (n = 290,000); inhibition, % at 5.6 µM; luciferase refolding luminescence, 3 h;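 active = inhibition above the screen-wide mean plus 3 SD, computed separately per campaign, cut at about 16% in these data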;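 also: 0% = DMSO wells and 100% = 60 µM geldanamycin wells; inhibitors lower the luminescence because luciferase stays unfolded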
# GSK3A inh = inhibitors of human GSK-3 alpha kinase; ADP-Glo luminescence, 60 min; actives 0.1% (n = 320,000); P49840; inhibition, % at 10 µM;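 in the data active = inhibition above about 50%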;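 also: GST-tagged GSK-3 alpha with peptide substrate and 25 µM ATP; 0% = DMSO neutral wells and 100% = GW8510 positive control wells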
# Target sequence (P49840 whole entry, looked up): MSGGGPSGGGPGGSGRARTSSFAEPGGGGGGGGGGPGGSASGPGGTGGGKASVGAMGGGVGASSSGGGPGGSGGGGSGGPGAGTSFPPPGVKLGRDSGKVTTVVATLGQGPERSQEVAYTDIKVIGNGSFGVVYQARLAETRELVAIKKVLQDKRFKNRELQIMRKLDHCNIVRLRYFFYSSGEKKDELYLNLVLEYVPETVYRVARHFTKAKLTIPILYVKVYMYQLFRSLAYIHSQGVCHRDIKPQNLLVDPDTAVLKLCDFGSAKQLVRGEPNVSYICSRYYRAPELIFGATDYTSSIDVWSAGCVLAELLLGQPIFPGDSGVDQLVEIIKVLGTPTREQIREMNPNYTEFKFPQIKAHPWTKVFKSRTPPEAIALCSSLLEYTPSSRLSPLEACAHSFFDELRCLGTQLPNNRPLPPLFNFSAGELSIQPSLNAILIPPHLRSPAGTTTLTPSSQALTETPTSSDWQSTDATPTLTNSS
# HDAC3 inh = blocks human histone deacetylase 3; O15379; recombinant HDAC3, fluorogenic peptide/trypsin coupled, fluorescence; inhibition, % at 8.3 µM; actives 0.15% (n = 320,000); AID 2718; in the data active = inhibition above about 26%, passing the limit was not always enough; inconclusive = no clear call, values can overlap the other calls
# Target sequence (O15379 whole entry, looked up): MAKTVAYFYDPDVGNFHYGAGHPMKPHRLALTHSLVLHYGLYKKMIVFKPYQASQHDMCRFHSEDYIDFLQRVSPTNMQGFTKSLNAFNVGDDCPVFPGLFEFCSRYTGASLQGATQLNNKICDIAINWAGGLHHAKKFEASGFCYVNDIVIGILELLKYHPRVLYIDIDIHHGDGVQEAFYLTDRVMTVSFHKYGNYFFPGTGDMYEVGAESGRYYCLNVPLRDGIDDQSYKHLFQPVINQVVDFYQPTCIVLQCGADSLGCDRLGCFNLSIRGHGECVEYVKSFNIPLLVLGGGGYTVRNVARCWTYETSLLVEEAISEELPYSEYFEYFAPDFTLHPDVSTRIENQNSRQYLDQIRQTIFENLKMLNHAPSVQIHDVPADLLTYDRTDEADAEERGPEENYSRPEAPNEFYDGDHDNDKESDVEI
# Active calls of the source: *; i = inactive; ? = inconclusive; . = no result given. This is a subset; count on the stated rates, not on these rows.
HSF1 inhib	AI-2 QS mod	GSK3beta inhib	Platelet DG rel	DYRK1A inh	PolyA inh	HSF-1 act	HSP90 inh	GSK3A inh	HDAC3 inh	smiles
-1	6	1	0	5	i	3	3	0	-5	CCOC(=O)Cn1c(=N)n(Cc2ccccc2)c2ccccc21
3	15	0	-2	14	i	6	-2	4	0	CC1Cn2c(nnc2-c2ccccc2O)S1 (centres undefined)
3	21	2	-3	-3	i	-5	-1	-1	6	CCOCCCNC(=O)C(c1ccc(Cl)cc1)N(Cc1cccs1)C(=O)c1ccccn1 (centres undefined)
0	29	3	9	2	i	-7	6	1	-9	COc1ccccc1NC(=O)c1cc2c(s1)-c1ccccc1S(=O)(=O)C2
-5	15	0	-11	-4	i	15	0	-2	3	N[C@@H](Cc1ccc(O)cc1)c1nnc([C@H](CO)NC(=O)C2CCNCC2)o1
6	17	0	-7	3	i	12	0	4	0	Cn1c(C(=O)N(Cc2ccccc2)Cc2ccccn2)cc2sccc21
5	10	0	-4	-2	i	15	3	.	-13	CN1C(=O)C(O)(CC(=O)c2cccc(-n3cccc3)c2)c2ccccc21 (centres undefined)
-3	25	-4	-3	-4	i	8	-2	-2	-1	COc1ccccc1CNC(=O)c1ccc2c(=O)n(CC3CCCO3)c(=S)[nH]c2c1 (centres undefined)
15	20	-3	4	8	i	5	2	-1	0	C/C(CC(=O)Nc1ccccc1Cl)=N\NC(=O)C(=O)NCCO
1	31	1	-12	-6	.	8	-1	-1	2	CCCNS(=O)(=O)c1ccc(NC(=O)c2cccnc2)cc1
19	7	2	14	.	i	27	8	-4	6	Fc1ccc(Oc2nc(-c3ccccn3)nc3ccccc23)cc1
-1	9	-3	0	.	.	-1	-6	-4	-1	CC(=O)Nc1ccc(NCc2ccc(C)s2)cc1
-2	-69	4	1	-3	i	-1	-3	-2	-1	COc1cccc(NC(=O)CSc2nc3ncc(Br)cc3[nH]2)c1
11	4	-2	9	3	i	5	-1	-1	1	COc1ccc(NC(=O)c2cnc3sccn3c2=O)cc1
-19	15	1	-1	-7	i	-35	-5	-1	0	N#CCCN(C(=O)COC(=O)c1cccc(S(=O)(=O)N2CCCC2)c1)c1ccc(F)cc1
-5	7	1	-1	-8	i	13	-4	0	-11	CCCC(=O)Nc1cc(-c2nc3ncccc3o2)ccc1C
-7	12	-2	0	0	i	3	1	7	0	O=c1ccc2c(-c3ccccc3)c3ccc(O)cc3oc-2c1
-4	30	-1	0	1	i	-10	3	-4	3	COc1ccc(CNC(=O)CNC(=O)c2ccc(Br)o2)cc1OC
-5	18	-1	-10	0	i	-1	1	-1	0	O=C1CC(N2CCN(C/C=C/c3ccccc3)CC2)C(=O)N1Cc1cccs1 (centres undefined)
-1	7	3	32	-1	i	4	-1	-6	1	COc1ccccc1C1/C(=C(/O)c2ccc(C)cc2)C(=O)C(=O)N1CC(C)O (centres undefined)
-3	18	-2	0	-3	i	0	-4	0	9	COc1ccc(N2CCN(c3ccc4nnc(CCC(=O)Nc5ccc(C)cc5)n4n3)CC2)cc1
-1	14	1	-1	-3	i	3	1	-2	-1	Cc1cc(C)nc(NC(=O)Cc2ccc([N+](=O)[O-])cc2)c1
4	7	0	-1	3	i	8	1	-1	-6	CCOC(=O)N1CCN(S(=O)(=O)/C=C/c2ccccc2)CC1
3	19	0	3	0	i	18	-4	4	1	O=C1c2ccccc2C(=O)c2c1cccc2N1CCN(Cc2ccccc2)CC1
13	-1	4	-5	0	i	39	-1	-1	3	O=C(OCC(=O)c1c[nH]c2ccccc12)c1ccco1
6	6	-2	-13	-4	i	-15	-2	.	.	Nc1cc(Oc2cccnc2)cc([N+](=O)[O-])c1
-5	-3	-1	-5	0	i	17	-1	-3	-6	COc1ccc(OC)c(S(=O)(=O)NC(N)=NCCc2ccccc2)c1
-5	25	-1	-1	-4	i	-21	3	-2	-6	Cn1c(SCC(=O)N2CCCC2)nc2cccnc21
-5	-3	-1	-2	-3	i	-11	0	1	1	O=C(CCC(=O)c1ccccc1)Nc1ccc(C(=O)O)cc1
-5	17	3	-2	-7	i	-9	-1	2	-3	CCOC(=O)Cn1c(CN2CCN(C(=O)c3ccco3)CC2)nc2c1c(=O)n(C)c(=O)n2C
11	9	-1	0	4	i	-5	.	-3	5	CC(C)(C)OC(=O)NOCC(=O)N(Cc1ccccc1)CC(O)COc1ccccc1 (centres undefined)
-4	-6	-3	-1	-1	i	0	2	-4	.	Cc1[nH]c(=O)[nH]c(=O)c1/C=N/NC(=O)[C@H](C)N
15	96	-1	6	1	i	?	3	-2	3	C/C(=N\NC(=O)c1ccc(CN2CCc3ccccc3C2)cc1)c1ccccc1O
-27	15	-3	-3	2	i	-33	6	-3	-1	CCOc1ccc(C(C(=O)NC2CCCC2)N(Cc2ccccc2)C(=O)c2nsc(Cl)c2Cl)cc1 (centres undefined)
-3	34	4	12	-2	i	-7	3	1	-4	CCCCCCCc1nc2nc(C)c(Br)c(=O)n2[nH]1
3	19	10	2	-2	i	4	0	-1	.	Cc1ccccc1N1CCN(Cc2nc(Cc3ccccc3F)no2)CC1
4	4	-5	1	1	i	32	37*	1	?	CC(C)C(=O)Nc1ccc(NC(=O)c2ccccn2)cn1
-12	9	-4	-6	3	i	1	-2	-1	10	Cn1nc(C(C)(C)C)cc1NC(=O)Nc1ccc(Cl)cc1
4	15	0	-1	-2	i	3	-2	-2	1	CC1CCN(CCCNC(=O)c2ccc(CS(=O)(=O)Cc3ccc(Cl)cc3)o2)CC1
-3	3	-2	-2	26	i	-20	7	0	7	COc1ccc2c(c1)c(/C=C/c1cc[n+](C)cc1)cn2C
4	15	5	10	-4	i	0	-1	-3	-3	S=c1[nH]nc(-c2ccc(Br)cc2)n1-c1ccc(Br)cc1
-9	26	-5	1	.	i	-5	-4	.	.	CCN(C(=O)CSc1nc2nc(C)cc(C)n2n1)C1CCS(=O)(=O)C1 (centres undefined)
0	48	-2	1	4	i	4	-1	0	3	CCOC(=O)C(NC(=O)CC)C(O)c1cccc([N+](=O)[O-])c1 (centres undefined)
1	19	3	2	-3	i	-1	-7	-1	-3	Cc1ccccc1CCN(C(=O)Cn1nnc2ccccc21)C(C(=O)NCC1CCCO1)c1nc2ccccc2n1C (centres undefined)
-16	23	4	-3	0	i	8	5	-1	-4	O=C(Cn1cccc1)NCc1cccs1
-2	2	-5	-6	0	i	8	0	-1	-6	CC1CC(=O)Nc2ccccc2N1S(=O)(=O)c1ccc(Br)cc1 (centres undefined)
0	-4	1	-7	-6	i	6	-2	-1	-1	CCC(C)c1ccccc1N=Cc1ccc2c(c1)OCO2 (centres undefined)
-3	18	4	14	1	i	-24	-3	0	-3	CSc1ccc(S(=O)(=O)N2CCCC2)cc1
10	1	-1	1	4	i	27	.	4	-1	Cc1ccsc1C(=O)N(Cc1nnc(-c2ccccc2Cl)o1)C1CC1
-60*	29	3	8	.	i	-70	7	-2	-2	COc1ccc(N2C(=O)CC(NNc3ncc(Cl)cc3Cl)C2=O)cc1 (centres undefined)
-6	4	-2	5	3	i	4	-4	2	-12	Cc1cc(=O)c2ccccc2n1Cc1ccccc1
0	39	1	-2	0	i	11	-2	-1	3	COc1ccc(C(=O)OC(C)C(=O)NC(C)CCc2ccccc2)c(OC)c1 (centres undefined)
6	8	3	1	-6	i	9	-2	1	1	CC1CCN(c2ccc(NC(=O)c3cccnc3Cl)cc2)CC1
-10	25	-5	4	-3	i	-18	2	2	-7	CS/C(=N\S(=O)(=O)c1cccs1)Nc1ccc(N2CCOCC2)cc1
-5	20	-2	-5	-3	i	13	0	-2	2	CC1CCC2CCCCC2N1C(=O)c1cc([N+](=O)[O-])cc([N+](=O)[O-])c1 (centres undefined)
25	31	4	1	-4	i	41	15	-4	10	O=C(N/N=C/c1ccc(-c2ccccc2[N+](=O)[O-])o1)[C@H]1C[C@@H]1c1ccccc1

# Continued:
HSF1 inhib	AI-2 QS mod	GSK3beta inhib	Platelet DG rel	DYRK1A inh	PolyA inh	HSF-1 act	HSP90 inh	GSK3A inh	HDAC3 inh	smiles
3	25	-2	1	2	i	6	-3	-9	?	Cc1ccc(NC(=O)C2CCCN(C(=O)c3ccc(Cl)cc3)C2)cc1 (centres undefined)
-6	14	2	-4	3	i	1	-2	-6	7	CN(C)S(=O)(=O)n1cnc(-c2ccccc2)c1-c1ccccc1
-6	15	0	11	2	i	7	.	-2	5	CCCCn1c(N)c(N(CCOC)C(=O)c2oc3ccc(OCC)cc3c2C)c(=O)[nH]c1=O
-3	24	-5	7	-5	i	-4	4	-3	.	NC(=O)NC(=O)COC(=O)c1cccnc1Nc1ccccc1F

# 10 of these compounds in another layout.
# Value order: HSF1 inhib, AI-2 QS mod, GSK3beta inhib, Platelet DG rel, DYRK1A inh, PolyA inh, HSF-1 act, HSP90 inh, GSK3A inh, HDAC3 inh
Cc1cc(=O)c2ccccc2n1Cc1ccccc1
    -6, 4, -2, 5, 3, i, 4, -4, 2, -12
COc1ccc(C(=O)OC(C)C(=O)NC(C)CCc2ccccc2)c(OC)c1 (centres undefined)
    0, 39, 1, -2, 0, i, 11, -2, -1, 3
CC1CCN(c2ccc(NC(=O)c3cccnc3Cl)cc2)CC1
    6, 8, 3, 1, -6, i, 9, -2, 1, 1
CS/C(=N\S(=O)(=O)c1cccs1)Nc1ccc(N2CCOCC2)cc1
    -10, 25, -5, 4, -3, i, -18, 2, 2, -7
CC1CCC2CCCCC2N1C(=O)c1cc([N+](=O)[O-])cc([N+](=O)[O-])c1 (centres undefined)
    -5, 20, -2, -5, -3, i, 13, 0, -2, 2
O=C(N/N=C/c1ccc(-c2ccccc2[N+](=O)[O-])o1)[C@H]1C[C@@H]1c1ccccc1
    25, 31, 4, 1, -4, i, 41, 15, -4, 10
Cc1ccc(NC(=O)C2CCCN(C(=O)c3ccc(Cl)cc3)C2)cc1 (centres undefined)
    3, 25, -2, 1, 2, i, 6, -3, -9, ?
CN(C)S(=O)(=O)n1cnc(-c2ccccc2)c1-c1ccccc1
    -6, 14, 2, -4, 3, i, 1, -2, -6, 7
CCCCn1c(N)c(N(CCOC)C(=O)c2oc3ccc(OCC)cc3c2C)c(=O)[nH]c1=O
    -6, 15, 0, 11, 2, i, 7, ., -2, 5
NC(=O)NC(=O)COC(=O)c1cccnc1Nc1ccccc1F
    -3, 24, -5, 7, -5, i, -4, 4, -3, .
